# Screening data as filed in PubChem.
# DAX1 inh-1: DAX1 (NR0B1) inhibitors on StAR promoter, primary screen, cell-based, luminescence, SF-1 (NR5A1), full-length DAX-1. HEK293T StAR-luciferase reporter, SF-1/DAX-1 repression relief. inhibition, % at 6.8 µM. 370,000 tested, 1.1% active. AID 652010, 2013;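 active means inhibition above the mean over all tested compounds plus 3 SD, cut at about 3.6% in these data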;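 further: 0% = DAX-1 cells with DMSO and 100% = cells lacking DAX-1 with DMSO; higher inhibition means more luminescence from relief of DAX-1 repression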
# NR1D1 modulator: modulators of Rev-erb alpha DNA binding, primary screen, biochemical, FITC-DNA, fluorescence polarization, uHTS | Nuclear receptor subfamily 1 group D member 1 (Homo sapiens), P20393 | Rev-erbα–FITC-DNA binding, 90 min | activity, % at 10 µM | 370,000 tested, 0.79% active;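 active means activity above about 14%, limit read from the data; passing the limit was not always enough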;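 further: 0% = DMSO wells with 35 nM protein and 100% = DMSO wells with 750 nM protein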
# ADAM17 inh: ADAM17 inhibitors, primary screen, biochemical, QFRET; Disintegrin and metalloproteinase domain-containing protein 17 (Homo sapiens), P78536; recombinant ADAM17, EDANS/DABCYL FRET peptide cleavage; inhibition, % at 6.95 µM; 370,000 tested, 0.83% active; AID 720648, 2013;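 active means inhibition above the mean of compounds lying between control limits plus 3 SD, set per campaign, cut at about 8.5% in these data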;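 further: 0% = DMSO-only wells as the low control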
# PLCb3 inh: human PLC-beta3 inhibitors, primary screen, biochemical, fluorescence. 1-phosphatidylinositol 4,5-bisphosphate phosphodiesterase beta-3 (Homo sapiens), Q01970. Purified PLC-beta3, fluorogenic substrate. inhibition, % at 12.2 µM. 370,000 tested, 0.18% active. AID 720704, 2013; in the data active means inhibition above about 11%;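 further: 0% = median of compound wells on plate and 100% = full blocker control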
# Target sequence (Q01970 whole entry, looked up): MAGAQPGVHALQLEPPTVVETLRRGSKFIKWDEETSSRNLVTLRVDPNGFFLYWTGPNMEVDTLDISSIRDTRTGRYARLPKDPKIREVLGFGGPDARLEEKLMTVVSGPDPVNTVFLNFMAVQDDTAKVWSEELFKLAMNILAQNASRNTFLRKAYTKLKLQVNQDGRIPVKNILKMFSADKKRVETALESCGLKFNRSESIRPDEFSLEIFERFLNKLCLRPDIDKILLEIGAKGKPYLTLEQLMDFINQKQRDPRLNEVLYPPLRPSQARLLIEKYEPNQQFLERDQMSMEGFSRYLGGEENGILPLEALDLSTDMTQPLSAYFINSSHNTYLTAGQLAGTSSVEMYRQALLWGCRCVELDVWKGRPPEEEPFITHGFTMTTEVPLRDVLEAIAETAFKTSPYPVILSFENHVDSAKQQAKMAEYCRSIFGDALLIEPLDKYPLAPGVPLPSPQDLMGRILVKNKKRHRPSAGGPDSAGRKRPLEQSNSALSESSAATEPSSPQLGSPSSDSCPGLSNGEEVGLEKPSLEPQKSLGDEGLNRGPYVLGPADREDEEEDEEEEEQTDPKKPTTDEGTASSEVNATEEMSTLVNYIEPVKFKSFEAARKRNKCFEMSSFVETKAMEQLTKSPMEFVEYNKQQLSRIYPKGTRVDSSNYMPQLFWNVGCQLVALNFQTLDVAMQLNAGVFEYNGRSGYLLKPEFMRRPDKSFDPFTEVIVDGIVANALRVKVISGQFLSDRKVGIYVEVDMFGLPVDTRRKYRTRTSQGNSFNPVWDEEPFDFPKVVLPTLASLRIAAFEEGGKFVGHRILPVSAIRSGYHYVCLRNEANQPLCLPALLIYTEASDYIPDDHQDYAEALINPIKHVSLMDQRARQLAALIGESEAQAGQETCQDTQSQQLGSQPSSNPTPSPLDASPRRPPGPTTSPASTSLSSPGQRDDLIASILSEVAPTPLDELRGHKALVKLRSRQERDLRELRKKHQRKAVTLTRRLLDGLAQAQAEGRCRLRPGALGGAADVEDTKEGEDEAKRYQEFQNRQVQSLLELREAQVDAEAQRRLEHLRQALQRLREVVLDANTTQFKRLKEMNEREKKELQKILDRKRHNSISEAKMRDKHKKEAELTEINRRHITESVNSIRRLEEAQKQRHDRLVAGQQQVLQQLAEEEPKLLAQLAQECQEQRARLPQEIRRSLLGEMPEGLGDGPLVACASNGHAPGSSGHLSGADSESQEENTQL
# MBD2 DNA inh: inhibitors of MBD2 binding to methylated DNA, primary screen, biochemical, TR-FRET, DNA-binding domain, human; AID 686964, 2013; 370,000 tested, 0.31% active; MBD2 binding to methylated oligonucleotide; inhibition, % at 4.4 µM; in the data active means inhibition above about 13%
# hcDAF12 agonist: H. contortus DAF-12 nuclear receptor activators, primary screen, cell-based, luminescence, HEK293, lit1-tk-luc reporter | HEK293 hcDAF-12 lit1-tk-luc reporter; 0% DMSO, 100% Δ7-dafachronic acid | activation, % at 6.8 µM | 370,000 tested, 1.4% active | AID 652067, 2013;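 active means activation above the mean of all tested compounds plus 3 SD, cut at about 5.5% in these data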;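 further: 100% = response to 3 µM Δ7-dafachronic acid high control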
# ssDAF12 agonist: S. stercoralis DAF-12 nuclear receptor activators, primary screen, cell-based, luminescence, HEK293, GRIP1 co-expression, lit1-tk-luc; activation, % at 6.8 µM; HEK293 ssDAF-12/GRIP1 lit1-tk-luc reporter; % of 3 µM dafachronic acid response; 370,000 tested, 1% active;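 active means activation above the mean over all tested compounds plus 3 SD, cut at about 0.9% in these data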;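 further: 0% = DMSO-only wells and 100% = 3 µM delta7-dafachronic acid wells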
# PLC-gamma1 inh: PLC-gamma1 enzyme inhibitors, primary screen, biochemical, fluorescence, purified enzyme; 1-phosphatidylinositol 4,5-bisphosphate phosphodiesterase gamma-1 (Homo sapiens), P19174; fluorogenic substrate; inhibition, % at 12.2 µM; 370,000 tested, 0.84% active; AID 720700, 2013; in the data active means inhibition above about 9.5%
# SMARCA2 activ: SMARCA2 (BRM) function activators, primary screen, cell-based, luminescence, high throughput; MG213 cells, MMTV-luciferase reporter, dexamethasone, overnight; activation, % at 9.1 µM; 370,000 tested, 1% active; AID 652017, 2013; in the data active means activation above about 7.8%;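 further: 0% = vehicle wells and 100% = reference activator wells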
# hgDAF-12 ag: H. glycines DAF-12 receptor agonists, primary screen, cell-based, luminescence, HEK293, GAL4 fusion, UAS-luciferase; Nuclear hormone receptor DAF-12 (Heterodera glycines), GAL4 fusion; HEK293 GAL4-hgDAF12 UAS-luciferase reporter, agonist luminescence; normalized to butyrate control; activation, % at 6.8 µM; 370,000 tested, 1.8% active; AID 687014, 2013;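 active means activation above a cutoff set at the mean of all screened compounds plus 3 SD, cut at about 10% in these data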;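 further: 0% = DMSO wells and 100% = sodium butyrate wells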
# DAX1 inh-2: DAX1 (NR0B1) inhibitors, primary screen, cell-based, HEK293, Gal4-DAX1, luciferase luminescence | Nuclear receptor subfamily 0 group B member 1 (Homo sapiens), P51843 | HEK293 Gal4-DAX1 luciferase reporter | inhibition, % at 6.75 µM | 340,000 tested, 0.99% active | AID 504766, 2011;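 active means inhibition above the mean over all tested compounds plus 3 SD, cut at about 4.2% in these data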;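 further: 0% = DAX1-transfected cells with DMSO and 100% = empty-vector control cells with DMSO; inhibition shows as a rise in luminescence from relieved DAX1 repression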
# Numbers without * were called inactive; i = inactive; . = no result given.
SMILES,DAX1 inh-1,NR1D1 modulator,ADAM17 inh,PLCb3 inh,MBD2 DNA inh,hcDAF12 agonist,ssDAF12 agonist,PLC-gamma1 inh,SMARCA2 activ,hgDAF-12 ag,DAX1 inh-2
CC(C)OCCCn1c(-c2ccc(Br)cc2)c[nH]c1=S,-1.1,2,-3,-26,-2,0.3,-1.6,-11,-1,-0.4,-1.0
Cn1c(=O)c2c(nc(CN3CCN(Cc4ccccc4)CC3)n2CCN2CCOCC2)n(C)c1=O,0.7,-2,0,-3,-1,0.8,-1.0,-7,-3,3.4,-0.6
CSc1nsc(SCC(=O)Nc2ccc(F)cc2F)n1,0.1,5,2,-6,2,0.9,0.5,0,3,6.4,0.0
CC1(C)Cc2c(sc3c2c(=O)n(-c2ccc(Cl)cc2)c(=O)n3CC(N)=O)CO1,-0.1,-1,-3,-9,6,0.1,-0.3,0,-7,2.7,0.0
CCc1ccccc1NC(=O)CN1CCN(CC(=O)Nc2ccc(-c3ccccc3)cc2)CC1,0.1,-4,0,-5,2,1.5,-0.5,3,-4,-1.2,-0.7
CCc1ccccc1NC(=O)CSc1nnc(CCNC(=O)OC(C)(C)C)o1,-0.6,4,-2,-5,-1,-0.2,-0.7,-2,0,2.8,1.5
O=C(NCCc1ccc(F)cc1)c1coc(=O)c(Br)c1,0.2,13,-188,-149,2,-0.6,-1.0,-122,27*,-0.1,1.3
Cc1ccc(S(=O)(=O)N(CC(O)CN2CCCCC2)c2cccc([N+](=O)[O-])c2)cc1 (stereo not drawn),0.9,-2,-3,-4,0,0.9,-0.6,-3,0,-2.7,-0.2
O=C(O)CCC(=O)Nc1ccc(C(=O)N2CCCCC2)cc1,0.5,2,-1,-2,7,-1.6,-1.3,1,-3,1.4,-0.8
CCC1Oc2ccccc2N(CC(=O)NCCCN2CCCCC2C)C1=O (stereo not drawn),0.2,2,-4,-1,2,-0.1,-0.6,0,-4,-0.6,-0.8
CCOc1ccc(NC(=O)[C@@H]2CCCN2C(=O)c2cccs2)cc1S(=O)(=O)N1CCOCC1,0.1,-4,-4,-6,0,1.6,-0.9,-7,-1,-2.0,-0.4
CCn1c2ccccc2c2cc(NC(=O)COC(=O)c3cccc(F)c3F)ccc21,0.6,16,0,2,-1,0.7,-1.5,0,-1,-2.2,.
O=C(O)CCCC(=O)Nc1nc(-c2ccccc2)cs1,-0.4,4,-3,-1,1,-0.9,-0.9,-2,0,1.4,-0.6
CCCCCCCCCC(=O)N/N=C/c1ccc(C)s1,-0.1,3,7,4,-8,2.0,-0.9,10*,-3,2.2,0.2
CC(C)C(NC(=O)c1ccc(F)cc1)C(=O)OCC(=O)N1CC(=O)Nc2ccccc21 (stereo not drawn),0.0,-2,-3,0,-1,-1.4,-1.4,-2,-3,1.7,0.7
COCCNc1nc(NCc2cccs2)nc2ccsc12,-1.9,-2,-6,-1,-6,-3.0,-1.2,3,-4,-3.8,.
CCOC(=O)C1=C(C)NC2=C(C(=O)CC(C)(C)C2)C1c1cccc(C)n1 (stereo not drawn),0.0,-2,-166,-320,-3,0.8,-0.9,-231,1,-1.1,-1.1
Cc1cccc(NC(=O)C2CCCN(S(=O)(=O)c3ccc4c(c3)oc(=O)n4C)C2)c1 (stereo not drawn),0.7,3,-2,-3,2,-0.9,-0.7,6,3,1.4,-1.8
CNC(=O)COC(=O)/C=C/c1ccco1,-0.2,-1,0,-5,-2,-0.1,-1.8,3,-2,-1.5,0.3
Cc1cc(NC(=O)CSc2cn(CCNC(=O)c3ccc(F)cc3)c3ccccc23)no1,-1.2,0,-2,1,-1,-1.8,-1.3,0,3,0.3,0.1
OC(C#Cc1ccccn1)c1cccs1 (stereo not drawn),-0.1,3,-6,-16,-4,1.7,-0.7,-11,3,3.1,0.9
Fc1ccc(C2CC(c3ccco3)=NN2c2ccccc2)cc1 (stereo not drawn),-0.8,4,-294,i,2,-0.2,-0.9,i,-1,1.2,-0.7
O=S(=O)(c1ccc(OCC(O)CNC23CC4CC(CC(C4)C2)C3)c(Cl)c1)N1CCOCC1 (stereo not drawn),0.0,1,-5,-5,4,0.0,-1.6,0,7.8*,1.9,1.8
O=C(Nc1ccccc1C(=O)NCCc1ccccc1)c1ccco1,0.7,-4,-4,-1,-2,4.7,0.3,-2,9.1*,11*,1.7
CNC(=O)COc1ncnc2sc(C)c(C)c12,0.2,-5,-2,-4,-4,1.6,-1.1,-2,2,0.8,-0.7
Clc1ccc(CNC2CCN(Cc3ccccc3)CC2)cc1,-0.1,-2,-3,-7,-4,-2.9,-0.3,-1,-3,1.1,1.7
CC1CCCN(C(=O)c2cc3c(-c4ccc(Cl)cc4)nn(C)c3s2)C1 (stereo not drawn),1.0,3,0,1,3,2.4,-1.1,1,1,3.5,0.4
CCOC(=O)[C@@]12CCCC=C1N(CCc1ccc(Cl)cc1)C(=O)[C@H]2CC(=O)N1CCOCC1,-3.3,8,-2,-2,0,-5.0,-2.4,1,-4,-5.6,.
O=C(Nc1ccnn1C1CCN(C(=O)c2cc(Cl)ccc2F)CC1)C1CCOC1 (stereo not drawn),-0.1,2,-2,-8,-2,-2.0,-1.2,0,-3,0.6,0.3
CC(C)CCN1CCN(Cc2cn[nH]c2C2CCCCC2)CC1CCO (stereo not drawn),0.0,-3,2,5,-5,-0.5,-0.2,5,-4,-0.8,1.2

# 9 of these compounds, set out differently.
# Values in the order: DAX1 inh-1, NR1D1 modulator, ADAM17 inh, PLCb3 inh, MBD2 DNA inh, hcDAF12 agonist, ssDAF12 agonist, PLC-gamma1 inh, SMARCA2 activ, hgDAF-12 ag, DAX1 inh-2
CC(C)OCCCn1c(-c2ccc(Br)cc2)c[nH]c1=S
    -1.1, 2, -3, -26, -2, 0.3, -1.6, -11, -1, -0.4, -1.0
Cn1c(=O)c2c(nc(CN3CCN(Cc4ccccc4)CC3)n2CCN2CCOCC2)n(C)c1=O
    0.7, -2, 0, -3, -1, 0.8, -1.0, -7, -3, 3.4, -0.6
CSc1nsc(SCC(=O)Nc2ccc(F)cc2F)n1
    0.1, 5, 2, -6, 2, 0.9, 0.5, 0, 3, 6.4, 0.0
CC1(C)Cc2c(sc3c2c(=O)n(-c2ccc(Cl)cc2)c(=O)n3CC(N)=O)CO1
    -0.1, -1, -3, -9, 6, 0.1, -0.3, 0, -7, 2.7, 0.0
CCc1ccccc1NC(=O)CN1CCN(CC(=O)Nc2ccc(-c3ccccc3)cc2)CC1
    0.1, -4, 0, -5, 2, 1.5, -0.5, 3, -4, -1.2, -0.7
CCc1ccccc1NC(=O)CSc1nnc(CCNC(=O)OC(C)(C)C)o1
    -0.6, 4, -2, -5, -1, -0.2, -0.7, -2, 0, 2.8, 1.5
O=C(NCCc1ccc(F)cc1)c1coc(=O)c(Br)c1
    0.2, 13, -188, -149, 2, -0.6, -1.0, -122, 27*, -0.1, 1.3
Cc1ccc(S(=O)(=O)N(CC(O)CN2CCCCC2)c2cccc([N+](=O)[O-])c2)cc1 (stereo not drawn)
    0.9, -2, -3, -4, 0, 0.9, -0.6, -3, 0, -2.7, -0.2
O=C(O)CCC(=O)Nc1ccc(C(=O)N2CCCCC2)cc1
    0.5, 2, -1, -2, 7, -1.6, -1.3, 1, -3, 1.4, -0.8

# Carrying on:
SMILES,DAX1 inh-1,NR1D1 modulator,ADAM17 inh,PLCb3 inh,MBD2 DNA inh,hcDAF12 agonist,ssDAF12 agonist,PLC-gamma1 inh,SMARCA2 activ,hgDAF-12 ag,DAX1 inh-2
O=C(OCC(=O)N1CCN(C(=O)c2ccco2)CC1)c1sc2ccccc2c1Cl,0.1,-2,0,1,0,-1.6,-1.6,2,-1,-1.2,0.3
Cc1cscc1-c1ccc(C(=O)Nc2c(C)cccc2C)o1,4.5*,11,7,2,-5,-3.0,-0.9,0,-4,-4.1,.
COc1ccc(CN2CCOCCOCCOCCOCC2)cc1,-0.2,4,-4,-10,-1,-1.9,-0.6,-3,-3,-0.5,2.7
COCc1cc(C)nc(N/N=C/c2ccc(Cl)c(Cl)c2)c1C#N,-0.9,7,-1,4,0,-1.3,-0.9,1,8.3*,-2.0,-1.6
CC1CCN(C(=O)Oc2ccccc2)CC1,-0.4,2,-1,4,4,-2.2,-1.3,-4,-4,2.6,1.5
O=C(O)c1ccc(NC(=O)c2ccccc2NC(=O)c2ccccc2Br)cc1,0.4,2,0,-3,-3,-2.0,-1.5,-1,1,1.5,2.4
Cc1ccccc1Oc1ccc(-c2nc(N)nc(N)n2)cc1,-0.8,11,7,0,-2,-1.3,-1.2,-2,-1,0.6,-1.1
COc1ccc(NC(=O)C(CCS(C)(=O)=O)NC(C)=O)cc1 (stereo not drawn),-0.8,-5,-1,4,-3,-2.2,-0.4,1,1,-0.8,0.3
CSc1nnc(-c2ccc(C(F)(F)F)nc2C)o1,-0.4,-1,1,-3,0,-2.5,-1.6,4,5,-2.6,-0.3
OCCC1CN(C2CSCCSC2)CCN1Cc1ccccc1 (stereo not drawn),0.3,4,-3,-5,-2,-0.2,-1.0,2,-4,0.5,-0.5
Oc1ccc2oc3c(c2c1)CCCC3,0.3,4,-1,1,0,1.5,-1.0,0,3,3.6,0.0
O=C(c1ccc(Cl)cc1)C1C2C(=O)N(c3ccccc3)C(=O)C2C2CCCN21 (stereo not drawn),-1.2,0,2,3,-3,0.2,-1.2,2,0,-1.5,2.2
O=c1nc(-c2ccccc2)cn[nH]1,0.8,1,2,2,1,-0.6,-1.4,1,-2,-1.2,-0.9
O=C(O)CSCC(=O)N1CCN(c2ncnc3scc(-c4ccccc4)c23)CC1,0.1,-4,1,-2,-3,0.3,-0.9,3,0,-0.4,-0.8
COc1ccc(CCOC(=O)c2ccc(N)c([N+](=O)[O-])c2)cc1,-5.0,-2,4,-5,3,-1.7,-1.7,1,-3,-1.2,-0.4
O=C(O)CCSc1nnc(-c2ccc3c(c2)OCO3)o1,-0.9,-2,-4,-7,-1,-5.0,-2.3,-3,-10,-9.4,-4.1
CC(=O)OC(C(=O)N1CCN(c2ccccc2F)CC1)c1ccccc1 (stereo not drawn),-0.3,4,-7,2,-3,-1.6,-0.7,-2,-1,-1.7,0.3
Cc1cc(=O)[nH]c2c(C)cc(S(=O)(=O)NCc3ccccc3)cc12,-1.1,-6,-3,-7,0,-1.1,-0.9,3,-3,0.5,-0.2
